MCF10A rereplic: inducers of DNA re-replication in MCF 10A breast cells | MCF 10A DNA re-replication, Hoechst nuclear intensity, 48 h | Potency, µM (series often up to 46.1 µM), for the others: at the highest dose activity, positive = re-replication, actives largely listed as activators | 2.9% of 350,000 active | AID 624296; also: potency is read from the fitted curve at half-maximal effect; % of control where 0% means no effect; nearly all actives have a fitted effect of over 50% in size
KB-V1 MDR tox: kills drug-selected multidrug resistant KB-V1 cells. KB-V1 MDR cells viability, CellTiter-Glo, 72 h. Potency, µM (titrated, usually from 46.1 µM), without a hit: at the highest dose activity change, negative = cytotoxicity, hits mostly cytotoxic. 3.4% of 400,000 active. AID 1347076; also: potency is read from the fitted curve at half-maximal effect; % is scaled to controls: 0 for no effect and ±100 for the full control effect; nearly all actives have a fitted effect of over 60% in size
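Compound-treated KB-V1 multidrug-resistant cells, 72 h, 37 degrees C; viability by CellTiter-Glo. Fitted qHTS curves give the values.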
HT1080 IDH1KD tx: kills HT-1080 cells with IDH1 knockdown. Potency, µM (titrated, usually from 46.1 µM), without a hit: at the highest dose activity, negative = toxicity, usual class: cytotoxic. HT-1080 IDH1 knockdown viability, ATP luminescence, 48 h. 2% of 360,000 active;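 also: potency is read from the fitted curve at half-maximal effect; 0% = DMSO wells and -100% = cell-free medium wells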
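IDH1KD HT-1080 cells, 750/well, RPMI + 5% FBS; compound pinned after 2 h settling; 48 h, 37 °C; CellTiter-Glo luminescence; % activity normalised to DMSO and no-cell wells; curves fitted, classed by r2 and efficacy.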
SW480 rerep: inducers of DNA re-replication in SW480 colon cancer cells | 1.8% of 340,000 active | SW480 DNA re-replication, Hoechst DNA content imaging, 48 h | Potency, µM (top dose mostly 46.1 µM), for inactives: at the highest dose re-replication activation, most hits filed as activators | AID 624297; also: potency is read from the fitted curve at half-maximal effect; % of control where 0% means no effect; nearly all actives have a fitted effect of over 55% in size
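Per well, 250 cells were exposed to pinned compound for 48 hr. Nuclear DNA was visualised with Hoechst (40 min, 37 C) and total object intensity recorded by fluorescence scanning.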
HT1080-NT tox: kills 2HG-producing HT-1080-NT fibrosarcoma cells; HT-1080-NT fibrosarcoma viability, CellTiter-Glo ATP luminescence, 48 h; Potency, µM (titrated, usually from 46.1 µM), for the others: top-dose activity, negative = less viability, most hits filed as cytotoxic; 1.6% of 360,000 active;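 also: NT is the 2HG producing partner of a matched IDH1 knockdown line; potency is read from the fitted curve at half-maximal effect; 0% = DMSO-treated cells and -100% = media-only wells without cells; nearly all actives have a fitted effect of over 55% in size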
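Compounds were tested in concentration-response format on HT-1080-NT cells for 48 hours at 37 degrees C. Cell viability came from CellTiter-Glo luminescence; curves were classified by r2, response magnitude and activity.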
DRD3 agonist: agonists of human D3 dopamine receptor; P35462; D3R DiscoveRx beta-arrestin cells, luminescence, 90 min; max activation, %; 0.58% of 410,000 active; AID 652048; in the data active = max activation above about 30%; also: 0% is about no effect; mostly tested at two doses, the higher about 12 µM
Target sequence (P35462 whole entry, looked up): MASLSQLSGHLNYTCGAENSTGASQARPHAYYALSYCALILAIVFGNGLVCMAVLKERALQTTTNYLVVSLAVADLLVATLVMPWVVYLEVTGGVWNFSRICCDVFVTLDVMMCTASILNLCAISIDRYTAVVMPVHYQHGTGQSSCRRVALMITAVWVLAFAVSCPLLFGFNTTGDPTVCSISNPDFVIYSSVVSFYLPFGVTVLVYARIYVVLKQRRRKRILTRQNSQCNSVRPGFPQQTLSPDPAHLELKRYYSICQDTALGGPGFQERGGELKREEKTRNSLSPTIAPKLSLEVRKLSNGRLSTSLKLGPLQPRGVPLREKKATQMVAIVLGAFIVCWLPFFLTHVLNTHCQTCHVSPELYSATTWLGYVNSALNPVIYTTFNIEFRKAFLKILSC
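Cells at 1500/well, incubated overnight, then treated with pinned compounds (dopamine as control) for 90 min at 37 degrees C. DiscoveRx reagent added for 30 - 60 minutes at room temperature; luminescence read.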
GLP1R cytotox: cytotoxic in the GLP-1 receptor inverse agonist counter-screen. HEK293 cAMP-luciferase reporter cells, luminescence, 24 h. Potency, µM (highest dose often 38.3 µM), inactives show at the top dose activity change, negative = inhibition, hits mostly inhibitors. 0.13% of 410,000 active;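 also: loss of luciferase light is scored as toxicity; potency is read from the fitted curve at half-maximal effect; % is scaled to controls: 0 for no effect and ±100 for the full control effect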
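MLSMR compounds, 24 hr on cells at 37 deg C/5% CO2; luminescence after luciferase reagent (12 min RT). Inhibition counted as the undesired cytotoxic outcome.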
KB-3-1 tox: KB-3-1 parental cell cytotoxicity; KB-3-1 viability, CellTiter-Glo ATP luminescence, 72 h; Potency, µM (top dose mostly 46.1 µM), without a hit: at the top dose activity change, negative = cytotoxic, most hits filed as cytotoxic; 1.4% of 400,000 active; also: potency is read from the fitted curve at half-maximal effect; % is scaled to controls: 0 for no effect and ±100 for the full control effect; nearly all actives have a fitted effect of over 60% in size
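Screening of KB-3-1 cells (DMEM, 10% FBS, phenol-red free) ran from lowest to highest compound concentration; after 72 h at 37 °C viability was read luminescently and curves fitted.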
IL-1B inflam inh: inflammasome signaling inhibition, IL-1 beta readout | activity change, % at 57.5 µM | 4.7% of 360,000 active | THP-1 LPS/ATP IL-1B secretion, AlphaLISA, 16 h; hits give low values; in the data active = activity change below about -50%; inconclusive = mostly about -30% to -49%; also: % is scaled to controls: 0 for no effect and ±100 for the full control effect
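Secreted IL-1B measured by AlphaLISA bead assay after 16 h compound exposure of THP-1 cells; compounds (final up to 57.5 uM) added 1 h before LPS (250 ng/mL) and ATP (1.25 mM) stimulation; lower signal means less secretion.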
* hit, by the source's call; ? = inconclusive; nt = no result given; & = joins results of further samples; [ ] = remark or other dose. Unless noted, calls follow the shape of the dose curve; as a rule, active = well fitted curve in the direction sought with a large enough effect; inconclusive = small, poorly fitted or top-dose-only effect, or another doubt; inactive = no such curve, though single readings can be large; an effect the other way counts as inactive or inconclusive. Only part of the results is shown; rates above refer to the full screens.

SMILES	MCF10A rereplic	KB-V1 MDR tox	HT1080 IDH1KD tx	SW480 rerep	HT1080-NT tox	DRD3 agonist	GLP1R cytotox	KB-3-1 tox	IL-1B inflam inh
COc1ccc(-n2nnnc2C(CCSC)N2CCC3(CC2)C(=O)NCN3c2ccccc2)cc1 (centres undefined)	nt	0%	-17%	nt	-9%	-4	-8%	-13%	-16
Cc1ccc(-c2nn(Cc3ccccc3)cc2C(=O)O)cc1	8%	-2%	0%	-17%	-3%	2	-4%	-7%	17
OC(c1ccccc1)(c1ccccc1)C1CCCN1 (centres undefined)	1%	-24%	-3%	-9%	-3%	3	-16%	4%	-6
CCCCOC(=O)c1ccccc1C(=O)OCc1ccccc1	2%	-22%	7%	-26%	-11%	2&6	11%	0%	-3
CN1C(=O)N(C)C(=O)C2(Cc3ccccc3N3CCOCC32)C1=O (centres undefined)	2%	9%	12%	0%	21%	0	-11%	7%	30
Cc1ccc2nc(N3CCN(C)CC3)[nH]c2c1	3%	4%	-5%	2%	-1%	-2	73%[activator]	-7%	-1
CCN1CCN(Cc2cc(Br)cc(Br)c2O)CC1	?	1%	-2%	-3%	-7%	-2	-19%	0%	-21
O=c1[nH]c(=O)n(Cc2ccccc2)c(O)c1C=NCCN1CCOCC1	11%	8%	5%	-3%	3%	-2	-11%	0%	15
Cc1cccn2c(NCC3CCCO3)c(C(C)C)nc12 (centres undefined)	-1%	13%	-9%	-1%	1%	6	12%	28%	14
CC(C)CCP(=O)(O)c1ccccc1	1%	24%	-6%	0%	6%	7	-25%	-4%	15
COc1cc(C=C2C(=O)NC(=O)NC2=O)ccc1OCc1ccc([N+](=O)[O-])cc1	16%	5%	2%	-18%	16%	4	9%	-6%	-14
CC(=O)c1ccc(NC(=O)CSc2nc(=O)cc(N)n2-c2ccccc2)cc1	-20%	25%	6%	62%[1.84 µM]	3%	5	1%	2%	19
CC(C)N1C(=O)/C(=C\c2nc3ccccc3c(=O)n2-c2ccccc2)c2ccccc21	?	?	?	2.9µM*	?	-5	?	?	-106*
Cc1cc(C)c(C(=O)CN2CCOCC2)c(C)c1	8.2µM*	-2%	-21%	9.2µM*	-11%	-8	2%	-16%	-16
O=P(Nc1ccccc1)(Nc1ccccc1)Oc1ccccc1	2%	-8%	-15%	-8%	-19%	0	-1%	18%	-19
CCCNC(=O)N1[C@H]2CC[C@@H]1C(C(=O)OC)=C(c1cc3ccccc3s1)C2	-9%	-17%	2%	9%	3%	4	10%	?	5
CCc1ccc(N2C(=O)NC(=O)/C(=C\c3cccn3CCOc3ccc(C(C)C)cc3)C2=O)cc1	7.3µM*	?	20%	?	15%	-5	10%	?	-22
Cc1ccc(OCC(=O)N2CCCC(N3CCN(c4ccc(F)cc4)CC3)C2)cc1 (centres undefined)	8%	9%	-9%	-14%	0%	4	-12%	-5%	-23
CCOC(=O)C1=C(NC(=S)NC(=O)c2ccccc2)c2ccccc2CC12CCCC2	12µM*	?	?	?	?	2	?	?	?
CC(=O)[C@H]1CC[C@H]2[C@@H]3CC=C4C[C@@H](OS(=O)(=O)O)CC[C@]4(C)[C@H]3CC[C@]12C	?	15%	10%	12%	25%	16	-8%	0%	-3
O=c1[nH]c(=S)[nH]c(O)c1N=Nc1ccc2c(c1)OCCO2	4%	?	-14%	-1%	-12%	-6	?	-28%	-14
Cc1cc(=O)oc2cc(OCC(=O)N3CCC(C(=O)O)(c4ccccc4)CC3)ccc12	0%	16%	1%	-54%[inhibitor]	-1%	-38	-8%	0%	2
N#CC(C#N)=Cc1cccnc1	1%	3%	12%	-2%	13%	8	13%	6%	-86*
N#C/C(=C\c1cccc(NC(=O)c2ccccc2Cl)c1)C(=O)NCCc1ccccc1	?	0%	?	18µM*	?	-4	?	?	-101*
Cc1cc(O)c2c(c1)C(=O)C13C(=C2O)C(=O)[C@H]2[C@@H](O)[C@@H]1[C@H]1[C@H](O)[C@@H]3C(=O)C3=C(O)c4c(O)cc(C)cc4C(=O)C312 (some centres undefined)	-40%[inhibitor]	8%	5.2µM*	-11%	0.58µM*	1	-24%	9.2µM*	27
Nc1ncnc2c1ccn2[C@@H]1O[C@H](CO)[C@@H](O)[C@H]1O	?	0.21µM*	0.82µM*	?	0.65µM*	3	?	0.18µM*	-110*
CC(C)(C)[C@]1(O)C[C@@H]2OC(=O)C[C@@]23C(=O)O[C@@H]2OC(=O)[C@H](O)[C@]213	-81%[inhibitor]	-6%	6%	3%[9.22 µM]	8%	15	0%	3%	-4
Cc1ccccc1-n1c(O)c(/C=N/NC(=O)c2ccncc2)c(=O)[nH]c1=O	1%	?	16%	-3%	19%	-3	17%	1%	1
COC(CN(C(=O)CCl)C(C(=O)NC1CCCCC1)c1ccccc1C)OC (centres undefined)	?	?	?	?	18µM*	-1	?	?	-104*
O=c1c2ccccc2nc(Cc2cccc([N+](=O)[O-])c2)n1-c1ccc(O)cc1	-1%	-7%	-12%	20%	4%	3	11%	-3%	-13
C=CCn1c(O)c(C(CC)=NCCC2=CCCCC2)c(=O)[nH]c1=O	14%	8.9µM*	3%	-20%	6%	3	-3%	-7%	30
Cc1cccc(NC(=O)N2CC3CC(C2)c2cccc(=O)n2C3)c1 (centres undefined)	7%	?	30%	-9%	27%	-2	?	4%	4
Cc1cccc(N2C(=O)CC(=O)NC2=O)c1	?	-6%	13%	2%	17%	1	-14%	-1%	21
CNCC(O)c1cc(F)c(OCc2ccccc2)c(OCc2ccccc2)c1F (centres undefined)	?	?	nt	-4%	nt	nt	nt	?	nt
Cn1cc(C(=O)OCC(=O)Nc2ccccc2)c2ccccc21	-1%	21µM*	20%	-6%	17%	-6	-23%	-6%	-3
O=c1[nH]c(=O)n(Cc2ccc(F)cc2)c(O)c1C=NCCN1CCCCC1	0%	-2%	1%	-4%	9%	0	1%	13%	12
CN1CCN(c2nc3ccccc3o2)CC1	-3%	0%	12%	-2%	1%	3	1%	4%	39
NP(=O)(Nc1ccccc1)Nc1ccccc1	2%	12%	1%	-3%	-13%	-8	0%	9%	11
C[C@@H]1O[C@@H](Oc2c(-c3ccc(O)c(O)c3)oc3cc(O)cc(O)c3c2=O)[C@H](O)[C@H](O)[C@H]1O	-42%&0%[inhibitor]	14%&6%	17%&-3%	-7%&-2%	20%&19%	29&-3	-6%&-4%	0%&0%	7&-5
COc1cc2c(c(OC)c1OC)-c1ccc(O)c(=O)cc1[C@@H](NC(C)=O)CC2	16µM*	?	5.2µM*	18µM*	6.5µM*	-11	?	?	99
CCn1cc(C=C2C(=O)N(C)C(=O)N(C)C2=O)c2ccccc21	-11%	?	-3%	-4%	2%	-9	-9%	3%	27
Cn1c(N)c(C(=O)COC(=O)Cc2ccccc2)c(=O)n(C)c1=O	-4%	24%	-12%	1%	4%	2	-6%	1%	18
Cn1cc(Br)c(C(=O)Nc2ccc3c(C(F)(F)F)cc(=O)oc3c2)n1	1%	-4%	11%	?	13%	-1	2%	1%	-4
CCOc1cccc(=NC2CCCCC2)c2c(C)n(C)c(C)c12	-1%	?	13µM*	3%[9.22 µM]	21µM*	2	?	18µM*	-97*
O=C(CCn1c(=O)oc2ccccc21)N1CCN(C(c2ccccc2)c2ccccc2)CC1	?	?	24%	9%	1%	5	-6%	-12%	-65*
COc1ccc(/C=C2/C(=O)NC(=O)N(c3ccc(C)c(C)c3)C2=O)cc1CN1C(=O)c2ccccc2C1=O	23%	-8%	-18%	?	-7%	18	4%	0%	-2
COC(=O)C(C)Oc1cc(C)cc2oc(=O)c3c(c12)CCC3 (centres undefined)	-6%	?	-22%	?	-7%	-6	0%	?	78
COc1ccc(/C=N\NC(=O)c2cccc(F)c2)cc1COc1ccccc1	?	?	0.58µM*	1.5µM*	1.2µM*	-10	-34%	-27%	78
N#CC1(c2ccccc2)CCN(C2CC(=O)N(c3ccc(F)cc3)C2=O)CC1 (centres undefined)	6%	-4%	4%	-182%[inhibitor]	-1%	1	0%	-5%	19
Cc1cc(/C=C2/C(=O)NC(=O)N(Cc3ccco3)C2=O)c(C)n1-c1ccccc1	20%	12%	-3%	8%	-2%	8	-5%	9%	8
CN1OC[C@@H]2CN[C@H](c3ccccc3Br)C[C@@H]21	?	26%	9%	?	20%	-8	1%	23%	2
O=C1NC(=O)C2(CCN(c3ccccc3)CC2)C(=O)N1	-3%	26%	-2%	3%	7%	2	0%	2%	7
O=C(O)C(O)(c1ccccc1)C1CCCCC1 (centres undefined)	-2%	15%	3%	1%	6%	12	-6%	12%	5
O=C(COc1ccc(Cl)cc1)N1CCN(Cc2ccccc2)CC1	23%	-10%	3%	-2%	-4%	-1	-9%	6%	-27
CCCCn1c(N)c(C(=O)OCCOC)c2nc3ccccc3nc21	?	?	16%	?	14%	7	-6%	3%	nt
COC(=O)C1=C(c2ccccc2OCc2ccccc2)C[C@@H]2CC[C@H]1N2C(=O)NCCN1CCOCC1	-1%	2%	2%	-1%	18%	2	1%	6%	-7
CNCCCc1ccccc1	?	-13%	-14%	5%	-7%	-8	19%	23µM*	-4
CCCCNS(=O)(=O)c1ccc(OCC(=O)N2CCN(Cc3ccc4c(c3)OCO4)CC2)cc1	20%	-26%	-1%	-1%	-8%	9	-14%	?	-29
COc1ccc(-n2nnnc2C(c2ccnc3ccccc23)N2CCC(n3c(=O)[nH]c4ccccc43)CC2)cc1 (centres undefined)	nt	?	?	nt	?	11	-16%	-5%	-29

Given bar-delimited: two of the compounds above.
SMILES | MCF10A rereplic | KB-V1 MDR tox | HT1080 IDH1KD tx | SW480 rerep | HT1080-NT tox | DRD3 agonist | GLP1R cytotox | KB-3-1 tox | IL-1B inflam inh
COc1ccc(-n2nnnc2C(c2ccnc3ccccc23)N2CCC(n3c(=O)[nH]c4ccccc43)CC2)cc1 (centres undefined) | nt | ? | ? | nt | ? | 11 | -16% | -5% | -29
CCCCn1c(N)c(C(=O)OCCOC)c2nc3ccccc3nc21 | ? | ? | 16% | ? | 14% | 7 | -6% | 3% | nt

Compound activity: PubChem BioAssay, National Center for Advancing Translational Sciences (NCATS)
